HTT ATP protect: qHTS Multiplex Assay to Identify Dual Action Probes in a Cell Model of Huntington: Cytoprotection (ATP). Potency, µM (top dose mostly 56.4 µM), inactives show cytoprotection (ATP increase), hits mostly activators. PC12 HTT-Q103 induced, cytoprotection, ATP luminescence, 40 h. hit rate 0.14% among 230,000;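 also: % of control where 0% means no effect; nearly all actives have a fitted effect of over 45% in size; toxic huntingtin expression switched on by the ecdysone agonist tebufenozide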
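Stable PC12 Q103-GFP cells in serum-supplemented, phenol red-free DMEM; induction by tebufenozide at 100 nM final; compound dose series; cell viability quantified luminescently from ATP.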
HttQ103 aggreg: qHTS Multiplex Assay to Identify Dual Action Probes in a Cell Model of Huntington: Aggregate Formation (GFP). Potency, µM (highest dose often 46.1 µM), without a hit: top-dose activity change, negative = inhibition, actives largely listed as inhibitors. PC12 HttQ103-GFP aggregates, Acumen cytometry, 40 h. hit rate 1.1% among 220,000; also: % is scaled to controls: 0 for no effect and ±100 for the full control effect; nearly all actives have a fitted effect of over 60% in size
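PC12 cells stably carrying ecdysone-inducible HTT exon 1 Q103–GFP were induced with tebufenozide (100 nM final) and treated with library compounds in titration. GFP aggregates in lysates were counted by laser scanning cytometry.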
SMN2 splice enh: qHTS Assay for Enhancers of SMN2 Splice Variant Expression; Potency, µM (series often up to 46.1 µM), without a hit: at the highest dose activity change, positive = activation, actives largely listed as activators; hit rate 2.8% among 210,000; HEK293 SMN2-luciferase splicing reporter, luminescence, 30-36 h; also: % of control where 0% means no effect; nearly all actives have a fitted effect of over 55% in size
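HEK293 cells carry an SMN2 […]–luciferase reporter in which exon 7 inclusion puts luciferase in frame. Cells were plated 10-12 h before compound addition, then incubated 30-36 h at 37C. ONE-Glo luminescence was read; sodium butyrate at 4.5 mM final served as control.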
Tau fibril ThT: qHTS for Inhibitors of Tau Fibril Formation, Thioflavin T Binding | recombinant tau K18 P301L, heparin-induced fibrillization, ThT fluorescence | Potency, µM (highest dose often 57.4 µM), for inactives: top-dose activity, negative = inhibition, hits mostly inhibitors | hit rate 2.1% among 270,000 | AID 1460, 2008; also: % is scaled to controls: 0 for no effect and ±100 for the full control effect; nearly all actives have a fitted effect of over 55% in size
Target sequence (P10636 561-689 P618L limits assumed): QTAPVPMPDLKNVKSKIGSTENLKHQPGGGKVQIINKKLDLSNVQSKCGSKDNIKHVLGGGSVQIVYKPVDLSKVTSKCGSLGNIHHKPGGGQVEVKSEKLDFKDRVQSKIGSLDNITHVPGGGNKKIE
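Using a mix of unlabeled (15 uM) and Alexa 594-labeled (0.24 uM) tau K18 P301L, heparin-triggered fibrillization over 6 hr at 37 C was scored by ThT fluorescence.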
Tau fluor cs: Counterscreen qHTS for Inhibitors of Tau Fibril Formation, Fluorescence Polarization | AID 1463, 2008 | Potency, µM (series often up to 57.7 µM), inactives show at the top dose activity change, negative = decrease | tau K18 P301L Alexa594 fluorescence, heparin fibrillization | hit rate 0.93% among 280,000; also: % is scaled to controls: 0 for no effect and ±100 for the full control effect; nearly all actives have a fitted effect of over 55% in size
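Human tau K18 P301L (15 uM unlabeled, 0.24 uM Alexa 594-labeled) in 100 mM sodium acetate pH 7 with 20 uM heparin, 6 hr at 37 C. ThT 30 uM added, 1 hr ambient; Alexa 594 FP and total fluorescence read at 555/632 nm.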
ALDH1A1 block: qHTS Assay for Inhibitors of Aldehyde Dehydrogenase 1 (ALDH1A1). Aldehyde dehydrogenase 1A1 (Homo sapiens), P00352. Purified ALDH1A1, NADH fluorescence, propionaldehyde substrate. Potency, µM (top dose mostly 75.3 µM), for inactives: at the top dose activity, negative = inhibition, usual class: inhibitors. hit rate 7.3% among 220,000. AID 1030, 2008; active = well fitted inhibition curve with a large enough effect, not every such curve was filed as active; inconclusive = small, poorly fitted or top-dose-only effect, or another doubt; inactive = no such curve, though single readings can be large or run the other way;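 also: plate controls were no enzyme wells and a reference inhibitor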
Target sequence (P00352 whole entry, looked up): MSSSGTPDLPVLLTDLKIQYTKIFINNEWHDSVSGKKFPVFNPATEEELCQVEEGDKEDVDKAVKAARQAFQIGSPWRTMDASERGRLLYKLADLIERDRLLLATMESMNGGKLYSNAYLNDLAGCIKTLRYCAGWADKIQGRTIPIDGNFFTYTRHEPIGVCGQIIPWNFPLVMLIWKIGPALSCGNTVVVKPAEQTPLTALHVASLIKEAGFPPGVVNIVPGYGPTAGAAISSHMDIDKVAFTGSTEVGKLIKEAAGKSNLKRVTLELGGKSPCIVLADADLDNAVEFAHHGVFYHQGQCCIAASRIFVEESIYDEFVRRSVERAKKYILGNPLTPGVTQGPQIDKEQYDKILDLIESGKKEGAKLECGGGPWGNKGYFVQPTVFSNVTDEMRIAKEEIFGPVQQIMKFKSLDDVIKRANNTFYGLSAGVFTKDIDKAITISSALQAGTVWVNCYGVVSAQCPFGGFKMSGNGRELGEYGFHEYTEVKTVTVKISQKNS
Tau fibril FP: qHTS for Inhibitors of Tau Fibril Formation, Fluorescence Polarization; hit rate 0.39% among 280,000; K18 P301L tau heparin fibrillization, Alexa594 FP, 6 h; Microtubule-associated protein tau (Homo sapiens), P10636; Potency, µM (highest dose often 57.7 µM), for inactives: at the highest dose activity, negative = inhibition, most hits filed as inhibitors; also: % is scaled to controls: 0 for no effect and ±100 for the full control effect; nearly all actives have a fitted effect of over 55% in size
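Quantitative HTS format: compounds meet 15 uM recombinant K18 P301L tau and Alexa 594-tau tracer in 100 mM sodium acetate pH 7; 20 uM heparin triggers fibrillization at 37 C over 6 hr; FP gives the signal.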
JMJD2E inh: qHTS Assay for Inhibitors of Human Jumonji Domain Containing 2E (JMJD2E); Lysine-specific demethylase 4E (Homo sapiens), B2RXH2; Potency, µM (titrated, usually from 57.1 µM), without a hit: at the highest dose activity change, negative = inhibition, actives largely listed as inhibitors; JMJD2E catalytic domain, FDH-coupled NADH fluorescence (FDH is formaldehyde dehydrogenase); hit rate 1.6% among 230,000; active = well fitted inhibition curve with a large enough effect, not every such curve was filed as active; inconclusive = small, poorly fitted or top-dose-only effect, or another doubt; inactive = no such curve, though single readings can be large or run the other way;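 also: 0% = wells with enzyme and -100% = buffer wells without enzyme; nearly all actives have a fitted effect of over 50% in size; many of its hits are not listed in these tables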
Target sequence (B2RXH2 1-337 limits assumed): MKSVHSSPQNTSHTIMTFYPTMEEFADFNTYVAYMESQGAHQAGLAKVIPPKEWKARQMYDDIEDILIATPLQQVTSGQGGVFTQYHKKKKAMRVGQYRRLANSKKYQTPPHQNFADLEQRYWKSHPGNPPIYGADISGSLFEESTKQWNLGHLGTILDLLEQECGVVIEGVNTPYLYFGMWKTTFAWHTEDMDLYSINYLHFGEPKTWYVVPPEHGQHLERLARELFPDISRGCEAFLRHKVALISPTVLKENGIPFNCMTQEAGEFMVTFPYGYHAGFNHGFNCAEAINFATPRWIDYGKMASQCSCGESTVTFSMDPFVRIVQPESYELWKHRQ
An asterisk follows results filed as active; & = joins results of further samples; [ ] = remark or other dose. Unless noted, calls follow the shape of the dose curve; as a rule, active = well fitted curve in the direction sought with a large enough effect; inconclusive = small, poorly fitted or top-dose-only effect, or another doubt; inactive = no such curve, though single readings can be large; an effect the other way counts as inactive or inconclusive. Potency is read from the fitted curve at half-maximal effect. This is a subset; the hit share may differ from the screen's.

How did O=C(COC(=O)c1cc(-c2cccs2)nn1-c1ccccc1)Nc1cc([N+](=O)[O-])ccc1Cl do in these assays?
HTT ATP protect: -12.4%[10 µM]; HttQ103 aggreg: -9.8%; SMN2 splice enh: -14.9%; Tau fibril ThT: 1.9%; Tau fluor cs: -19.2%; ALDH1A1 block: 1.7%; Tau fibril FP: 1.0%; JMJD2E inh: -0.4%

How did COc1ccc(C)cc1NC(=O)C(C)N(c1ccc(C)cc1)S(C)(=O)=O (stereo unspecified) do in these assays?
HTT ATP protect: -12.6%; HttQ103 aggreg: 7.8%; Tau fibril ThT: -18.4%; Tau fluor cs: -7.3%; ALDH1A1 block: -5.6%; Tau fibril FP: 2.6%; JMJD2E inh: 1.9%

Results for COC(=O)CON1C(=O)c2ccccc2C1=O ?
HTT ATP protect: -8.6%; HttQ103 aggreg: -8.7%; SMN2 splice enh: 11.7%; Tau fibril ThT: -4.5%; Tau fluor cs: -8.0%; ALDH1A1 block: 1.3%; Tau fibril FP: -3.2%; JMJD2E inh: -0.8%

How did O=C(O)/C=C\C(=O)Nc1ccc(N2CCN(c3cccc(Cl)c3)CC2)cc1 do in these assays?
HTT ATP protect: 2.9%[10 µM]; HttQ103 aggreg: -3.7%[9.22 µM]; SMN2 splice enh: -3.6%; Tau fibril ThT: inconclusive; Tau fluor cs: -18.3%; ALDH1A1 block: 28.2µM*; Tau fibril FP: -1.1%; JMJD2E inh: -14.9%

Results for O=C(Nc1nnc(-c2ccco2)o1)c1cccc(Cl)c1 ?
HttQ103 aggreg: -9.0%; SMN2 splice enh: -39.7%[inhibitor]; Tau fibril ThT: 6.9%; Tau fluor cs: 7.1%; ALDH1A1 block: -1.1%; Tau fibril FP: 7.7%; JMJD2E inh: inconclusive

Results for O=C(O)c1cc(S(=O)(=O)N2CCOCC2)c(Sc2ccccn2)cc1Sc1ccccn1 ?
HTT ATP protect: -7.4%; HttQ103 aggreg: -2.3%; SMN2 splice enh: -1.2%; Tau fibril ThT: -12.3%; Tau fluor cs: -3.0%; ALDH1A1 block: -0.7%; Tau fibril FP: -0.3%; JMJD2E inh: -0.9%

Results for Cc1ccc2nc(C)cc(N/N=C/c3ccc(F)cc3)c2c1 ?
HTT ATP protect: 0.7%[10 µM]; HttQ103 aggreg: -10.5%[9.22 µM]; Tau fibril ThT: -3.2%; Tau fluor cs: 16.3%[2.34 µM]; ALDH1A1 block: -1.5%; Tau fibril FP: 4.0%[2.34 µM]; JMJD2E inh: 3.5%

What do the screens show for `COc1ccc(N=C2C(=O)Nc3ccccc32)cc1`?
HTT ATP protect: -9.7%[0.074 µM]; HttQ103 aggreg: 1.5%; SMN2 splice enh: -3.6%; Tau fibril ThT: inconclusive; Tau fluor cs: -8.4%; ALDH1A1 block: inconclusive; Tau fibril FP: -0.9%; JMJD2E inh: -18.7%

What do the screens show for `Cc1nc(C(=O)N(C)C)nn1-c1ccc(Cl)cc1Cl`?
HTT ATP protect: 17.9%; HttQ103 aggreg: 13.9%; SMN2 splice enh: -2.4%; Tau fibril ThT: -2.7%; Tau fluor cs: -3.1%; ALDH1A1 block: -0.8%; Tau fibril FP: 7.0%; JMJD2E inh: -0.2%

What do the screens show for `Cn1c(=N)n(CC(O)c2ccccc2)c2ccccc21` (stereo unspecified)?
HTT ATP protect: -5.9%; HttQ103 aggreg: 18.4%; SMN2 splice enh: inconclusive; Tau fibril ThT: -1.2%; Tau fluor cs: 0.8%; ALDH1A1 block: 3.5%; Tau fibril FP: 3.3%; JMJD2E inh: -6.5%

What do the screens show for `CCC(CO)Nc1ncnc2c1cnn2-c1ccc(Cl)cc1` (stereo unspecified)?
HTT ATP protect: -53.4%[inhibitor]; HttQ103 aggreg: -6.2%; SMN2 splice enh: inconclusive; Tau fibril ThT: -7.5%; Tau fluor cs: -11.3%; ALDH1A1 block: -11.1%; Tau fibril FP: -3.7%; JMJD2E inh: inconclusive

How did CC(O)CNc1nc2ccccc2n1CC(=O)NC12CC3CC(CC(C3)C1)C2 (stereo unspecified) do in these assays?
HTT ATP protect: -43.5%; HttQ103 aggreg: -0.3%; SMN2 splice enh: 4.4%; Tau fibril ThT: 1.0%; Tau fluor cs: -3.4%; ALDH1A1 block: -1.4%; Tau fibril FP: 8.3%; JMJD2E inh: -1.8%

Results for CCCNC(=O)c1ccc2c(=O)n(Cc3ccco3)c(=S)[nH]c2c1 ?
HTT ATP protect: -32.4%[inhibitor]; HttQ103 aggreg: 3.2%; SMN2 splice enh: 9.9%; Tau fibril ThT: inconclusive; Tau fluor cs: -20.3%; ALDH1A1 block: 7.08µM*; Tau fibril FP: -13.7%; JMJD2E inh: -4.9%

How did NNC(=O)c1cc2c(ccc3ccccc32)o1 do in these assays?
HTT ATP protect: -25.3%; HttQ103 aggreg: 14.9%[9.22 µM]; SMN2 splice enh: -3.1%; Tau fibril ThT: inconclusive; Tau fluor cs: -13.0%; ALDH1A1 block: inconclusive; Tau fibril FP: 9.5%; JMJD2E inh: inconclusive

What do the screens show for `O=C(Cn1nnc(-c2ccccc2NC(=O)c2ccccc2F)n1)NC1CCCC1`?
HTT ATP protect: 13.8%[10 µM]; HttQ103 aggreg: -0.8%[9.22 µM]; SMN2 splice enh: -1.9%; Tau fibril ThT: 4.0%; Tau fluor cs: -3.0%; ALDH1A1 block: -89.7%; Tau fibril FP: -5.0%; JMJD2E inh: inconclusive

Results for C/C(CCC12CC3CC(CC(C3)C1)C2)=N\NC(N)=S ?
HTT ATP protect: 2.82µM*; HttQ103 aggreg: -15.0%[9.22 µM]; SMN2 splice enh: -19.6%; Tau fibril ThT: -14.0%; Tau fluor cs: -10.7%; ALDH1A1 block: inconclusive; Tau fibril FP: -14.9%; JMJD2E inh: 9.1%

What do the screens show for `CCN(CC)CCN1C(=O)C(O)=C(C(C)=O)C1c1ccccc1` (stereo unspecified)?
HTT ATP protect: 2.4%; HttQ103 aggreg: -1.7%; SMN2 splice enh: -17.4%; Tau fibril ThT: 4.8%; Tau fluor cs: 8.7%; ALDH1A1 block: -2.6%; Tau fibril FP: -4.8%; JMJD2E inh: 1.5%

What do the screens show for `Cn1nc(N)nc1N1CCN(c2ccc(F)cc2)CC1`?
HTT ATP protect: -44.2%[inhibitor]; HttQ103 aggreg: 9.9%; SMN2 splice enh: -4.1%; Tau fibril ThT: -5.3%; Tau fluor cs: 5.9%; ALDH1A1 block: 10.7%; Tau fibril FP: 3.3%; JMJD2E inh: -9.1%

Results for COc1ccc(C(=O)C2CCCN(C(=O)CCc3ccccn3)C2)c(C)c1 (stereo unspecified) ?
HTT ATP protect: 21.2%[10 µM]; HttQ103 aggreg: -2.4%[9.22 µM]; Tau fibril ThT: -4.9%; Tau fluor cs: -7.2%; ALDH1A1 block: 7.4%; Tau fibril FP: 0.9%; JMJD2E inh: 7.6%

What do the screens show for `CCN(CC)c1ccc(NC(=O)c2cnccn2)cc1S(=O)(=O)Nc1ccc(OC)cc1`?
HTT ATP protect: -1.2%[10 µM]; HttQ103 aggreg: 5.6%; SMN2 splice enh: -5.6%; Tau fibril ThT: -12.7%; Tau fluor cs: inconclusive; ALDH1A1 block: 3.6%; Tau fibril FP: -0.9%; JMJD2E inh: -4.7%

How did Nc1c(C2=NCCO2)nnn1Cc1ccccc1 do in these assays?
HTT ATP protect: -6.0%; HttQ103 aggreg: 17.7%; SMN2 splice enh: -3.5%; Tau fibril ThT: 4.3%; Tau fluor cs: 1.6%; ALDH1A1 block: 15.0%; Tau fibril FP: -8.7%; JMJD2E inh: 0.4%

How did COc1ccc(N(CC(=O)N2CCN(c3ccccc3F)CC2)S(=O)(=O)c2c(C)n[nH]c2C)cc1 do in these assays?
HTT ATP protect: -19.7%; HttQ103 aggreg: -2.8%; SMN2 splice enh: 5.7%&1.3%; Tau fibril ThT: -5.6%&-1.0%; Tau fluor cs: -10.0%&-12.9%; ALDH1A1 block: 7.9%; Tau fibril FP: inconclusive; JMJD2E inh: -1.2%

Results for Cn1cc(S(=O)(=O)Oc2ccccc2)c(=O)n(C)c1=O ?
HTT ATP protect: -1.6%; HttQ103 aggreg: 5.3%; SMN2 splice enh: -2.7%; Tau fibril ThT: -4.1%; Tau fluor cs: -5.3%; ALDH1A1 block: 5.3%; Tau fibril FP: -13.0%; JMJD2E inh: 0.9%

Results for COC(=O)NC(c1ccc2c(c1)OCO2)C(C(=O)OC)C(=O)OC (stereo unspecified) ?
HTT ATP protect: 26.9%; SMN2 splice enh: 9.2%; Tau fibril ThT: -2.1%; Tau fluor cs: -12.1%; ALDH1A1 block: -4.1%; Tau fibril FP: -8.8%; JMJD2E inh: 7.1%

How did CCCCCCCCNc1nc(Cl)nc(NCCN2CCOCC2)n1 do in these assays?
HTT ATP protect: 5.9%[10 µM]; HttQ103 aggreg: 11.9%[9.22 µM]; Tau fibril ThT: 4.0%; Tau fluor cs: 4.8%; ALDH1A1 block: 4.6%; Tau fibril FP: 4.2%; JMJD2E inh: 9.2%

How did CC(=O)c1cccc(NC(=S)NNC(=O)c2ccc(C)c([N+](=O)[O-])c2)c1 do in these assays?
HTT ATP protect: -15.7%; HttQ103 aggreg: inconclusive; SMN2 splice enh: 4.0%; Tau fibril ThT: inconclusive; Tau fluor cs: inconclusive; ALDH1A1 block: inconclusive; Tau fibril FP: 9.5%; JMJD2E inh: -2.1%

How did COc1cc(NC(=O)CCN2CCN(c3ccccc3)CC2)cc(OC)c1 do in these assays?
SMN2 splice enh: -5.5%; Tau fibril ThT: -9.2%; Tau fluor cs: -17.7%; Tau fibril FP: 1.7%
